# TDP1 block: inhibitors of human tyrosyl-DNA phosphodiesterase TDP1; recombinant TDP1, AlphaScreen DNA substrate cleavage; AID 485290; Potency, µM (top dose mostly 130 µM), without a hit: at the highest dose activity change, negative = inhibition, actives largely listed as inhibitors; Q9NUW8; 350,000 tested, 0.28% active; further: nearly all actives have a fitted effect of over 40% in size
# Target sequence (Q9NUW8 whole entry, looked up): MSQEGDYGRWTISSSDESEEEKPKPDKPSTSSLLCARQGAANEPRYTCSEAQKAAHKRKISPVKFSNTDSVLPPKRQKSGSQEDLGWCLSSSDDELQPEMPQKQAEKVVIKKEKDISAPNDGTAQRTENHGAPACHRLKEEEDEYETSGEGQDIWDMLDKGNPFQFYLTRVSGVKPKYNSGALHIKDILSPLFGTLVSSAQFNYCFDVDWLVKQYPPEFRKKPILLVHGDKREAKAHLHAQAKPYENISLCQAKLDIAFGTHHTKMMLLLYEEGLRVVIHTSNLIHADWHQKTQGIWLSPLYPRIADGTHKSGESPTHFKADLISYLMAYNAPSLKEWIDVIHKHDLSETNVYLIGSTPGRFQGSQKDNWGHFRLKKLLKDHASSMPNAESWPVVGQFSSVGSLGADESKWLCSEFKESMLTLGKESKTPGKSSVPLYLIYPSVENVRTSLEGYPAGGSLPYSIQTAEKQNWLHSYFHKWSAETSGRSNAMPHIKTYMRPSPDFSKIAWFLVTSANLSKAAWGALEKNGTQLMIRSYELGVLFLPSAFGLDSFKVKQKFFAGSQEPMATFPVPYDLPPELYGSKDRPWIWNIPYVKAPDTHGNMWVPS
#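 Here, a 5' biotin and 3' phosphotyrosine-FITC DNA oligonucleotide reports Tdp1 activity: intact substrate bridges AlphaScreen beads, while cleavage leaves a 3' phosphate and drops signal. All incubations at room temperature.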
# DT40 TDP1 no CPT: qHTS for Inhibitors of human tyrosyl-DNA phosphodiesterase 1 (TDP1): qHTS in cells in absence of CPT | Potency, µM (top dose mostly 46.2 µM), for inactives: top-dose activity change, negative = growth inhibition, hits mostly inhibitors | 420,000 tested, 15% active | DT40 Tdp1-/- hTDP1 cells, no CPT, ATP luminescence, 48 h; further: nearly all actives have a fitted effect of over 55% in size
#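 Seeded 400 DT40-hTDP1 cells/well (vehicle DMSO, no 20 nM CPT); pinned compounds; ≥48 hr at 37 °C; CellTiter-Glo luminescence as viability measure.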
# TDP1 cell CPT: DT40-hTDP1 cell growth loss with CPT; 420,000 tested, 12% active; chicken DT40 Tdp1-/-;hTDP1 cells + 20 nM CPT, ATP luminescence, 48 h; AID 686979; Potency, µM (top dose mostly 46.2 µM), without a hit: at the highest dose activity change, negative = growth inhibition, most hits filed as inhibitors; further: nearly all actives have a fitted effect of over 55% in size
#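 Cell growth measured by CellTiter-Glo luminescence after a minimum 48 h, 37 C compound exposure with 20 nM CPT in Tdp1-knockout DT40 cells stably expressing hTDP1, seeded 400/well; qHTS titration format.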
# * = called active by the depositor; u = inconclusive; x = no result given; [ ] = remark or other dose. The call rests on the fitted dose curve; in most records, active means well fitted curve in the direction sought with a large enough effect; inconclusive means small, poorly fitted or top-dose-only effect, or another doubt; inactive means no such curve, though single readings can be large; an effect the other way counts as inactive or inconclusive. On the % scale 0 is the no-effect control and ±100 the full control effect; potency means the concentration at half of the fitted maximal effect.
# Second line of a record – DT40 TDP1 no CPT, TDP1 block, TDP1 cell CPT
- COc1ccc(/C(C)=N/Nc2ccc(C(=O)O)cc2)cc1OC
 : -16%, x, -10%
- CCCS(=O)(=O)N1CCCC(C(=O)Oc2ccccc2Cl)C1 (stereo not drawn)
 : 7%, x, 2%
- CN1CCN(C(=O)CCC(=O)NCc2ccc(F)cc2)CC1
 : -6%, 1%, -2%
- O=C(Nc1ccccc1N1CCOCC1)c1ccco1
 : u, x, 1%
- O=C(c1ccco1)N1CCN(C(=O)C2c3ccccc3Oc3ccccc32)CC1
 : -14%, 7%, -14%
- Cc1cc(NC(=O)CSc2nc(-c3ccc(Cl)cc3)cs2)no1
 : -14%, -1%, -11%
- CCC1CCCCN1C(=S)NC(=O)c1cccc([N+](=O)[O-])c1 (stereo not drawn)
 : u, 5%, u
- O=[N+]([O-])c1cccc(NC(=S)N2CCOCC2)c1
 : -3%, 5%, -7%
- C[C@@H]1CN([C@@H](C)CO)C(=O)CCCn2nncc2CO[C@H]1CN(C)S(=O)(=O)c1cccs1
 : 0%, x, -4%
- CCCCCCn1c(SCC(=O)OC)nc2c1c(=O)[nH]c(=O)n2C
 : u, 4%, -26%
- O=C(NC1CCCC1)C(c1ccccc1F)N(C(=O)c1csnn1)c1ccccc1 (stereo not drawn)
 : -12%, 0%, -4%
- COCCCNC(=S)N(CCCO)Cc1cc2cc3c(cc2[nH]c1=O)OCCO3
 : -16%, x, -4%
- O=C(CN1CCN(c2ccc(F)cc2)CC1)Nc1cc(C(F)(F)F)ccc1Cl
 : u, -1%, 0%
- CCn1cc(C(=O)OCC(=O)NCc2ccc3c(c2)OCO3)c(=O)c2ccc(C)nc21
 : -14%, 2%, -29%
- O=C(O)C1C2C=CC(C3CC23)C1C(=O)N1CCc2ccccc21 (stereo not drawn)
 : -14%, -3%, -25%

# (list continues)
# Second line of a record – DT40 TDP1 no CPT, TDP1 block, TDP1 cell CPT
- CC(C)(C)n1nc2c(c1NC(=O)c1cc3ccccc3o1)CSC2
 : -14%, 7%, -30%
- CCc1cc2c(-c3ccccc3)cc(=O)oc2c2c1OCN(Cc1ccc(F)cc1)C2
 : u, 4%, u
- COc1ccc(-c2nc(CN3CCCCC3CCc3ccccn3)c(C)o2)cc1 (stereo not drawn)
 : u, 0%, 6%
- COc1cc(-c2nc3ccc4ccccc4c3c3c2CCC3)ccc1O
 : u, -1%, u
- CC1=CC(C)=Nc2ccccc2N1
 : -13%, 3%, -5%
- O=C(c1ccc(F)cc1F)N1CCN(c2ncccn2)CC1
 : -9%, -1%, -15%
- OCCSc1nc2ccccc2n1CCOc1ccccc1
 : -7%, 6%, -13%
- COc1cc(C2NC(=O)NC(c3ccccc3)=C2C(C)=O)ccc1OCC(=O)O (stereo not drawn)
 : 1%, 7%, -2%
- Cn1cnc([N+](=O)[O-])c1SCC(=O)NN
 : -10%, x, -5%
- CCOc1ccc(-n2c(=S)sc3c(=O)[nH]c(SCC(=O)C(C)(C)C)nc32)cc1
 : 18µM*, 5%, 26µM*
- COc1ccccc1NC(=O)C1CCN(C(=O)c2ccc(C(C)(C)C)cc2)CC1
 : 16µM*, x, 23µM*
- COc1ccc(CN2CCCC(CO)(Cc3ccc(F)cc3)C2)cc1C (stereo not drawn)
 : u, 2%, u
- O=c1nc(-c2ccccc2)n(-c2ccc(Cl)cc2)[nH]1
 : u, 1%, 2%
- O=C(Nc1cccnc1)C1=NN(C2CCS(=O)(=O)C2)C(=O)CC1 (stereo not drawn)
 : -26%, 5%, -17%
- Cc1cccc(N=C2C(=O)Nc3c(Cl)cccc32)c1
 : 29µM*, 6%, u

# The list goes on:
# Second line of a record – DT40 TDP1 no CPT, TDP1 block, TDP1 cell CPT
- CCOC(=O)c1sc2nc[nH]c(=O)c2c1C
 : -17%, 1%, 2%
- O=C(NCc1ccco1)C1Cc2cc(Cl)ccc2O1 (stereo not drawn)
 : -21%, 3%, -9%
- COc1cccc(Cn2c(=O)sc3ccccc3c2=O)c1
 : -16%, -11%, 6%
- CN(CCO)c1ccc(C=NNc2ccc([N+](=O)[O-])cc2S(=O)(=O)Nc2ccccc2C(=O)O)cc1
 : -17%, 9%, 2%
- COC(=O)C1=CN(c2cccc(OCc3ccccc3)c2)C(N)=C(C#N)C1c1cccc(OC)c1OC (stereo not drawn)
 : 15µM*, x, 15µM*
- Cc1ccc(CN2C(=O)CCC2C(=O)NCCN2CCN(c3cccc(Cl)c3)CC2)cc1 (stereo not drawn)
 : 15µM*, 5%, u
- COc1ccc(/C=C2\COc3ccccc3C2=O)c(OC)c1
 : u, 6%[0.0935 µM], 21µM*
- Cc1cc(Cl)c(S(=O)(=O)Nc2ccc(S(=O)(=O)N3CCOCC3)cc2)cc1OCC(N)=O
 : 20%, 5%, -6%
- O=C(Nc1ccc(Br)cc1)N1CCCCCC1
 : -13%, 3%[56.1 µM], -22%
- COc1ccccc1Nc1ncc(C(C)=O)c(C)n1
 : u, 1%, 3%
- CN(CCc1ccccn1)C(=O)c1ccc(OC(F)(F)F)cc1
 : 0%, 5%, -6%
- NC(=O)c1nsc(C(=O)N(c2cccc(F)c2)C(C(=O)NCc2ccccc2)c2ccc(O)cc2)c1N (stereo not drawn)
 : 21µM*, 10%, u
- O=C(C1COc2ccccc2O1)N(Cc1cccnc1)c1nc2ccc(Cl)cc2s1 (stereo not drawn)
 : -10%, 0%, -3%
- Cc1c(NS(=O)(=O)c2cccs2)cccc1-c1nc2cccnc2s1
 : u, 7%, -5%
- O=C(NCc1ccccc1)C1=C[C@@H](C2CCCCC2)C[C@@H](OCc2ccc(CO)cc2)O1
 : 16µM*, 5%, 16µM*

# Just TDP1 cell CPT, for four of the compounds above:
Structure | TDP1 cell CPT
COc1cccc(Cn2c(=O)sc3ccccc3c2=O)c1 | 6%
CN(CCO)c1ccc(C=NNc2ccc([N+](=O)[O-])cc2S(=O)(=O)Nc2ccccc2C(=O)O)cc1 | 2%
O=C(C1COc2ccccc2O1)N(Cc1cccnc1)c1nc2ccc(Cl)cc2s1 (stereo not drawn) | -3%
O=C(Nc1ccc(Br)cc1)N1CCCCCC1 | -22%

# (next part)
# Second line of a record – DT40 TDP1 no CPT, TDP1 block, TDP1 cell CPT
- O=C(COC(=O)c1ccccc1Oc1ccccc1)NC1CC1
 : 4%, 0%, 2%
- O=Cc1ccc(OC2OCCOC2Oc2ccc(C=O)cc2)cc1 (stereo not drawn)
 : u, 3%, u
- COc1cccc(Nc2nc(-c3sc(N)nc3C)cs2)c1
 : u, 11%, 23µM*
- COc1ccc(Cc2nnc(N/N=C/c3ccc(Br)cc3)[nH]c2=O)cc1OC
 : 2%, 3%, -1%
- Cc1nnc(SCCn2c(N3CCCCCC3)nc3c2c(=O)[nH]c(=O)n3C)s1
 : -1%, 4%, -1%
- CC(=O)c1ccccc1OCc1ccc(C(=O)c2ccccc2)cc1
 : 16µM*, x, 16µM*
- CCCCN(C(=O)c1ccc2c(c1)NC(=O)CS2)c1ccccc1
 : -4%, 2%, -20%
- Cc1ccc(CNC(=O)c2c[nH]c3ccc(S(=O)(=O)N4CCOCC4)cc3c2=O)cc1
 : u, -4%, -25%
- COc1ccc(CN2C(=O)c3ccccc3C2=O)cc1C(=O)O
 : 1%, x, 4%
- CC(C)(C)C(=O)c1cn(CC(=O)NCc2ccc3c(c2)OCO3)c2ccccc12
 : 23µM*, 5%, u
- CCN(c1ccccc1)S(=O)(=O)c1ccc(NC(=O)C(C)(C)C)cc1
 : -11%, 4%, -28%
- CC(C)(Oc1ccc(Cl)cc1)C(=O)OCc1nc2ccsc2c(=O)[nH]1
 : -1%, -2%, 10%
- Cc1noc(C)c1C(=O)Nc1nc(-c2cc(F)ccc2F)cs1
 : u, 1%, -18%
- COc1cccc2c1C(=O)c1c(O)c3c(c(O)c1C2=O)CC(O)(C(C)=O)CC3OC1CC(N(C)C)C(O)C(C)O1 (stereo not drawn)
 : 0.082µM*, x, 0.052µM*
- CCOC(=O)C1CSC(CC(=O)Nc2ccc(OC(F)(F)F)cc2)C(=O)N1 (stereo not drawn)
 : -16%, 3%, 11%

# In another format: results already given.
O=Cc1ccc(OC2OCCOC2Oc2ccc(C=O)cc2)cc1 (stereo not drawn)
  DT40 TDP1 no CPT: u	TDP1 block: 3%	TDP1 cell CPT: u
COc1cccc(Nc2nc(-c3sc(N)nc3C)cs2)c1
  DT40 TDP1 no CPT: u	TDP1 block: 11%	TDP1 cell CPT: 23µM*
COc1ccc(Cc2nnc(N/N=C/c3ccc(Br)cc3)[nH]c2=O)cc1OC
  DT40 TDP1 no CPT: 2%	TDP1 block: 3%	TDP1 cell CPT: -1%
Cc1nnc(SCCn2c(N3CCCCCC3)nc3c2c(=O)[nH]c(=O)n3C)s1
  DT40 TDP1 no CPT: -1%	TDP1 block: 4%	TDP1 cell CPT: -1%

# Additional entries:
# Second line of a record – DT40 TDP1 no CPT, TDP1 block, TDP1 cell CPT
- COc1ccc(C)cc1NC(=O)C1C2C=CC(C2)C1C(=O)O (stereo not drawn)
 : -13%, -5%, 0%
- Cc1cc(C)cc(NC(=O)CN2C(=O)c3ccccc3Sc3ccc(C(=O)N4CCOCC4)cc32)c1
 : u, -1%, u
- CCC(C(=O)N1CCOCC1)n1nc(C)c2sc3ccccc3c2c1=O (stereo not drawn)
 : 16%, 6%, 2%
- O=C(NC(=S)Nc1ccccc1Cl)c1cncc(C#Cc2ccccc2)c1
 : -4%, 0%, -8%
- COc1ccc(CN(CCN2CCOCC2)C(=O)c2c(F)cccc2F)cc1OC
 : -1%, 6%, -3%
- c1ccc(OCCN2CCOCC2)cc1
 : 4%, x, -5%
- Cc1ccccc1NC(=O)COc1nsnc1N1CCOCC1
 : -1%, 2%, -2%
- O=C(Nc1cccn2nc(COCCO)nc12)C(c1ccccc1)c1ccccc1
 : -13%, x, -7%
- Cc1cc(C)c2c(C(C)(C)C)nn(-c3ccccc3)c2n1
 : u, x, u
- Cc1cc(C)cc(NC(=O)C2CCN(c3cc(C)nc4c(-c5ccc(Cl)cc5)c(C)nn34)CC2)c1
 : -6%, -1%, 4%
- CCCC1=C(C(=O)OCC)C(c2ccco2)n2ncnc2N1 (stereo not drawn)
 : u, x, -24%
- COc1ccc(-c2[nH]ncc2CN2CCC(OCc3ccccn3)CC2)c(F)c1
 : -2%, x, -7%
- CCOc1ccccc1CN1CCN(Cc2nc3ccccc3s2)CC1CCO (stereo not drawn)
 : u, 1%, u
- O=C1NC(=O)/C(=C/c2ccc(O)cc2)S1
 : u, 7%, -20%
- NS(=O)(=O)c1cccc(NC(=O)CN2CCN(S(=O)(=O)c3ccc4c(c3)OCCO4)CC2)c1
 : -16%, -1%, 24%

# (listing goes on)
# Second line of a record – DT40 TDP1 no CPT, TDP1 block, TDP1 cell CPT
- CCCCOCCCNCc1cccn1CCN1CCOCC1
 : u, x, -22%
- O=c1cc(CSc2nnc(C3CC3)n2Cc2ccccc2)nc2sccn12
 : -6%, -5%, 0%
- CCOC(=O)c1ccc(CNS(=O)(=O)c2c(C)ccc3nsnc23)o1
 : -13%, 4%, -11%
- CCc1ccc(CNCc2c(C(=O)O)n(Cc3ccc(F)cc3Cl)c3cc(OC)ccc23)cc1
 : u, 5%, 12µM*
- O=C(CSc1ncnc2c1nnn2Cc1ccccc1)NC1CCCC1
 : -2%, 2%, 4%
- CC1CCN(Cc2nnnn2CCCC(=O)NCCc2cnn(C)c2)CC1
 : -2%, 5%, 14%
- Oc1ccc(Br)cc1/C=N/n1c(C2CCCCC2)n[nH]c1=S
 : u, x, u
- N#C/C(=C/c1ccc(Oc2ccc([N+](=O)[O-])cn2)cc1)C(=O)N1CCOCC1
 : -27%, 6%, u
- Cc1ccc(C(=O)CCNc2cccc(Br)c2)o1
 : 18µM*, 8%, 21µM*
- CCN1CCN(C(=O)c2ccc3c(c2)N(Cc2ccc(F)cc2)C(=O)c2ccccc2S3=O)CC1 (stereo not drawn)
 : -1%, -5%, -17%
- CN(N)C(=S)NCc1ccccc1
 : -8%, 5%, -7%
- Cn1c(=O)cc(OCC(=O)NCc2ccc(F)cc2Cl)c2ccccc21
 : -26%, 1%, -26%
- Cc1oc2c(CN(C)C)c(O)ccc2c(=O)c1-c1cscn1
 : -4%, 2%, -10%
- O=C(c1ccccc1)N1CCCCC(S(=O)(=O)c2ccc3ccccc3c2)C1=O (stereo not drawn)
 : -19%, 5%, -7%
- COc1ccc(C(=O)O)cc1S(=O)(=O)N1CCN(Cc2ccc3c(c2)OCO3)CC1
 : -11%, 0%, 26%

# Additional results follow:
# Second line of a record – DT40 TDP1 no CPT, TDP1 block, TDP1 cell CPT
- COc1ccccc1C(=O)c1c(C)c(CCC#N)n2ccccc12
 : -16%, x, -24%
- Cc1ccccc1NC(=O)Nc1ccccc1C(N)=O
 : u, 3%, 10µM*
- Cc1cccc(NC(=O)c2cc(S(=O)(=O)N3CCCC3)cn2C)c1
 : -24%, x, -20%
- CCCSc1nnc2nc3c(nn12)c1ccccc1n3C
 : u, 11%, u

# Screens as filed in PubChem BioAssay.
